# IL2 activator – IL-2 activation. IL-2 activation reporter assay, cell-based qHTS; stimulated with anti-CD3/CD4/CD28 beads; in transgenic mouse T cells. activation, % (series mostly up to about 46 µM). 360,000 compounds, 0.065% hits. AID 652025; in the data active means activation above about 50%; inconclusive means mostly about 30% to 49%; further: 0% is about no effect
#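 First, unstimulated transgenic mouse T cells were exposed to compound for 60 min. Next, anti-CD3/anti-CD4-coated beads with anti-CD28 were added. Finally, after 18 h at 37 degrees C, EGFP and DsRed were imaged.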
# EPAC1 antagonist – EPAC1 (human) antagonism | AID 720709 | EPAC1 GEF assay, Rap1b-BODIPY-GDP exchange fluorescence | O95398 | 360,000 compounds, 0.14% hits | Potency, µM (highest dose often 115 µM), for the others: at the highest dose activity change, negative = inhibition, most hits filed as inhibitors;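 further: potency means the concentration at half of the fitted maximal effect; plate controls were vehicle for no effect and positive control for full effect; nearly all actives have a fitted effect of over 50% in size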
# PLK1 PBD block – PLK1 (human) polo-box domain binding inhibition | P53350 | AID 720504 | Plk1 PBD binding of FITC phosphopeptide, fluorescence polarization | Potency, µM, inactives show max response, negative = inhibition, usual class: inhibitors | 360,000 compounds, 2.8% hits; further: potency means the concentration at half of the fitted maximal effect; series mostly up to about 57 µM; on the % scale 0 is the no-effect control and ±100 the full control effect; nearly all actives have a fitted effect of over 65% in size
# FUS yeast rescue – suppressors of FUS proteinopathy in yeast; S. cerevisiae FUS-expressing, growth rescue, OD600, 24 h; Potency, µM (titrated, usually from 76.6 µM), for inactives: top-dose growth rescue (activation), usual class: activators; 390,000 compounds, 0.24% hits; AID 1347120;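 further: potency means the concentration at half of the fitted maximal effect; plate controls were DMSO vehicle for no effect and reference control for full effect; nearly all actives have a fitted effect of over 55% in size; some results filed as inactive show a strong effect at the top dose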
#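 Steps: raffinose overnight preculture; dilution to OD 0.005 in 2% galactose minimal medium; compound addition (concentration series); 24hr at 30C, 99% humidity; absorbance read at 600 nm.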
# Abeta rescue – restores growth of yeast expressing A-beta42 peptide; yeast expressing A-beta42, growth rescue, OD600, 48 h; response scale: 0% DMSO, 100% iron-clioquinol control; Potency, µM (series often up to 46.1 µM), for the others: at the top dose growth rescue, most hits filed as activators; 410,000 compounds, 0.063% hits; AID 1347071; further: potency means the concentration at half of the fitted maximal effect; nearly all actives have a fitted effect of over 55% in size
#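 Yeast A-beta toxicity model in growth medium with pinned compounds, 48 h at 30 C; growth read as absorbance at 600 nm. Normalized to FeCl3/clioquinol equimolar mix (positive) and DMSO (negative).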
# EPAC1 agonist – activates human EPAC1 exchange factor; EPAC1 agonist qHTS, biochemical assay; response scale: 100% = response to 6.5 mM cAMP; 360,000 compounds, 0.073% hits; O95398; Potency, µM (doses to about 154 µM), inactives show top-dose activation, most hits filed as activators; AID 720707; further: potency means the concentration at half of the fitted maximal effect; nearly all actives have a fitted effect of over 60% in size
#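 Multi-concentration qHTS readout: loss of Rap1B-bound BODIPY-GDP fluorescence driven by 100 nM EPAC1 with excess GDP (50 uM), monitored kinetically at room temperature; agonist response expressed relative to 6.5 mM cAMP.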
# PI5P4K alpha inh – PI5P4K alpha (human) kinase inhibition. AID 652105. 330,000 compounds, 1.2% hits. PI5P4Kalpha enzyme, ADP-Glo luminescence, 60 min; active compounds read low. max response, %. P48426; active means max response of -50% or lower; inconclusive means between -30% and -50%; inactive means -30% or higher; further: value at the top dose of about 77 µM; on the % scale 0 is the no-effect control and ±100 the full control effect
#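 Human PI5P4Kalpha with substrate in 0.038 M HEPES pH 7.4, 0.28 mM EGTA, 0.1% CHAPS, 5% DMSO; reaction started with 5 microM ATP (final), 60 min at room temperature. ADP formed read by ADP-Glo luminescence.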
# WRN inhibitor – WRN helicase (human) inhibition; Q14191; WRN helicase unwinding, fluorescent forked duplex, kinetic; Potency, µM (highest dose often 114 µM), inactives show top-dose activity change, negative = inhibition, most hits filed as inhibitors; 360,000 compounds, 0.46% hits; further: potency means the concentration at half of the fitted maximal effect; on the % scale 0 is the no-effect control and ±100 the full control effect; nearly all actives have a fitted effect of over 55% in size
#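 Primary qHTS, 1536-well format. 20 nM WRN + compound, 15 min RT; start with 100 nM forked fluorophore/quencher duplex, 2 mM ATP (final); kinetic read ex 525/em 598 nm.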
# * marks the source's active call; other numbers are inactive results; ? = inconclusive; . = not tested or not shown; & = joins results of further samples; [ ] = dose if it differs, or a comment. Unless noted, the call rests on the fitted dose curve; in most records, active means well fitted curve in the direction sought with a large enough effect; inconclusive means small, poorly fitted or top-dose-only effect, or another doubt; inactive means no such curve, though single readings can be large; an effect the other way counts as inactive or inconclusive.
mol	IL2 activator	EPAC1 antagonist	PLK1 PBD block	FUS yeast rescue	Abeta rescue	EPAC1 agonist	PI5P4K alpha inh	WRN inhibitor
Cc1ccccc1Cn1ccc(NC(=O)c2cc3nc(-c4ccco4)cc(C(F)(F)F)n3n2)n1	2.8	9%	0%	-1%	5%	-2%	4	3%
CC(C)c1ccc(/C=c2\sc3nc(-c4ccncc4)nn3c2=O)cc1	0.0	-7%	-30%	17%	0%	4%	-2	-16%
C=CCNC(=O)C1CC(=O)N(c2ccc(OCC(=O)Nc3ccc(Cl)c(C(F)(F)F)c3)cc2)C1 (stereo not given)	1.0	-3%	-2%	39%	9%	9%	.	3%
CC(C)Oc1ccc(F)cc1-c1cc(C(=O)Nc2ccccc2)[nH]n1	0.1	3%	0%	-33%	2%	-6%	1	-1%
CCN(CC)Cc1c(O)ccc2c(=O)c(Oc3ccccc3OC)c(C)oc12	-0.9	5%	-7%	-5%	-5%	-1%	2	4%
COc1ccc(NC(=O)CN(C)CC(=O)NCCc2ccc(F)cc2)cc1	-5.1	8%	1%	12%	8%	8%	3	0%
CC(OC(=O)CC1CCCCC1)C(=O)Nc1ccc(F)cc1 (stereo not given)	-2.9	-7%	-5%	0%	3%	0%	1	4%
CCc1cccc(NC(=O)Cn2c(=O)oc3cc(S(=O)(=O)N4CCOCC4)ccc32)c1	-1.0	-14%	2%	5%	-8%	-15%	1	-4%
Cc1cc2nc(C3CCCN(C(=S)Nc4ccccc4)C3)[nH]c2cc1C (stereo not given)	-2.9	-3%	-8%	-6%	-4%	2%	.	-6%
Cc1ccc(N(C)S(=O)(=O)c2nnc(NC(=O)c3ccco3)s2)cc1	-2.9	?	-17%	2%&13%	-6%&-15%	-12%	-5	-2%
Cc1c(Cl)cccc1N1C(=O)C(N2C(=O)c3cccc([N+](=O)[O-])c3C2=O)C1c1cccs1 (stereo not given)	-0.7	2%	-4%	32%	20%	9%	.	-13%
Cc1cc(NC(=O)CN2C(=O)NC(C)(c3ccc(Cl)cc3)C2=O)no1 (stereo not given)	-1.4	-2%	-6%	-7%	-1%	1%	3	-3%
Cc1cc(C)nc(NC=C2C(=O)OC(C)(C)OC2=O)n1	1.6	-21%	0%	-6%	5%	-2%	-12	-2%
COc1ccc(/C=C(/NC(=O)c2ccccc2)C(=O)N/N=C/c2ccc3c(c2)OCO3)cc1OC	1.4	-3%	-9%	14%	-17%	-6%	.	-17%
O=C(NC1CCSC1=O)c1ccc(Oc2ccc(F)cc2)nc1 (stereo not given)	-0.3	-10%	-9%	1%	?	9%	2	-5%
CC(C)[C@H](NC(=O)C1CCN(S(=O)(=O)c2ccccc2)CC1)C(=O)NCc1ccc(F)cc1	-1.6	10%	-15%	4%	10%	15%	-5	5%
O=C1/C(=C/c2ccco2)CCC1C1CCCC1 (stereo not given)	0.8	11%	-9%	15%	-22%	-1%	3	-10%
CCCCCCCC1CC(=O)C=C(C)C1C(=O)OCC (stereo not given)	-2.5	11%	-4%	21%	0%	-1%	0	-5%
CCCCn1c(N)c(N(CCOC)C(=O)c2cc(Cl)nc3ccccc23)c(=O)[nH]c1=O	-1.0	-4%	-4%	12%	-3%	6%	0	-5%
CCn1c(-c2ccccc2Cl)nn(CC(=O)Nc2ccccc2OC)c1=S	-0.4	6%	2%	6%	15%	4%	-2	-9%
CC12CC3CC(C)(C1)CC(Nc1nc(N4CCOCC4)nc4ccccc14)(C3)C2	-0.9	3%	-3%	2%	-27%	-4%	1	-6%
Cn1cccc1/C=N\NC(=O)c1cncc(Br)c1	-0.3	11%	-3%	-1%	2%	4%	-5	-3%
COc1ccc(COC(=O)c2ccc(Cl)c(S(=O)(=O)N3CC(C)OC(C)C3)c2)cc1 (stereo not given)	-1.1	-5%	0%	23%	22%	1%	-1	-9%
NS(=O)(=O)OCC(Cc1ccccc1)N1C(=O)c2ccccc2C1=O (stereo not given)	-3.1	-6%	-2%	-15%	12%	1%	4	-1%
O=C(Nc1ccc(F)cc1)c1cccc(N2C(=O)c3ccccc3C2=O)c1	-0.9	-18%	-9%	-13%	-11%	-7%	-3	-11%[57.1 µM]
COc1cc(/C=N/NC(=O)CNC(=O)c2ccc3c(c2)OCCO3)ccc1O	-1.3	0%	-3%	15%	8%	2%	.	-19%
CCc1cc(C(=O)N2CCOCC2)c(NC2=NS(=O)(=O)c3ccccc32)s1	0.3	-8%	0%	15%	22%	-3%	1	3%
O=C1/C(=C/c2ccccc2Cl)SC(=S)N1CCCC(=O)N(CCO)c1ccccc1	-1.9	-25%	-1%	39%	-10%	-4%	8	-10%
CC(=O)c1cc(F)c(N2CCN(C(=O)COc3ccccc3F)CC2)cc1C	-0.4	-14%	?	-2%	-28%	4%	-18	-10%
CN1CCC(OC(=O)c2ccc(Br)cc2)CC1	-0.6	-11%	-7%	9%	-16%	0%	3	-3%
COc1ccc(OC)c(S(=O)(=O)n2nc(-c3ccccc3)cc2N)c1	-2.7	-12%	-9%	5%	-14%	7%	0	-9%
COc1ccc(N2CCN(C(=O)C3COc4ccccc4O3)CC2)cc1 (stereo not given)	-2.9	11%	-2%	11%	?	2%	-1	3%
Cc1nc(CCNC(=O)CC2C(=O)NCCN2CC(C)(C)C)nc2c1CCC2 (stereo not given)	2.2	-18%	-14%	20%	14%	-5%	3	?
Cc1ccc2c(c1)oc(=O)n2CC(=O)c1ccccc1	-0.5	-26%	2%	3%	7%	-1%	-1	-17%
CC1(C(=O)NS(C)(=O)=O)CCN1C(=O)CC(c1ccccc1)c1ccccc1 (stereo not given)	-0.7	-7%	2%	4%	2%	-8%	4	4%[57.1 µM]
CC(C)NC(=O)NC(=O)CSc1nnc(COc2ccccc2F)n1C(C)C1CC2CCC1C2 (stereo not given)	-3.7	-29%	-6%	?	25%	11%	.	-9%
COc1cc(NC(=O)CCCN2C(=O)NC(C)(C)C2=O)cc(OC)c1	2.2	-16%	2%	.	13%	2%	-2	5%
O=C(c1cccc(F)c1)N1CCCC(C(=O)N2CCCCCC2)C1 (stereo not given)	-0.3	-5%	-4%	-34%	-16%	-9%	3	9%
Cc1nn(C)cc1C(C(=O)NC1CCCCC1)N(C(=O)Cc1cccs1)c1ccc(Cl)cc1 (stereo not given)	-0.3	-3%	-11%	1%	-5%	0%	-6	-17%
COc1ccc(OC)c(/C=N/N2CCN(c3ccc(Cl)cc3)CC2)c1	0.6	14%	-8%	-31%	-16%	-7%	-9	5%
COC(=O)C1=C(C)NC(C)=C(C(=O)OC)C1c1ccc(OC(=O)c2ccco2)cc1	-0.9	19%	0%	14%	9%	-7%	13	1%
COC(=O)c1nnn(-c2ccc(Cl)c(Cl)c2)c1C(=O)OC	-4.4	7%	-7%	29%	-12%	-8%	1	2%
CCOC(=O)C1=C(CSc2nc3c(cc2C#N)CCC3)OC(N)=C(C#N)C1c1ccccc1 (stereo not given)	-1.6	-1%	17µM*	?	-17%	24%	.	-21%
CCOC(=O)c1ccc(NC(=O)c2ccc(NC(=O)c3ccccc3)cc2)cc1	-1.2	6%	-7%	4%	-12%	1%	.	-2%[57.1 µM]
C/C(=N\Nc1ccc(S(=O)(=O)N2CCCCC2)cn1)c1ccc(O)cc1	0.0	-26%	-7%	.	-12%	12%	-12	-18%
CCN1CCN(C(c2cccs2)C(C)NC(=O)C(=O)N2CCCCC2)CC1 (stereo not given)	0.2	3%	-22%	6%	-5%	3%	-1	-1%
CCn1cc(C(=O)OCC(=O)c2cc(C)n(-c3cccc(C(F)(F)F)c3)c2C)c(=O)c2ccc(C)nc21	-3.7	-15%	-4%	.	-30%	-9%	-13	-9%
CCOc1nc(C)ccc1-c1noc(-c2ccccc2OC)n1	-0.4	4%	-7%	12%	-16%	19%	-4	0%
O=C(NCCCl)Nc1cc([N+](=O)[O-])ccc1Cl	-0.4	3%	1%	10%	6%	2%	-1	3%
CN(C)c1ccc(C(=S)N2CCN(Cc3ccccc3)CC2)cc1	-0.9	-6%	4.2µM*	-9%	11%	-2%	-12	2%
COc1ccc(NC(=O)CC(C)c2ccccc2)c([N+](=O)[O-])c1 (stereo not given)	-2.2	-7%	-4%	-10%	-6%	1%	2	11%
Cc1cccc(NS(=O)(=O)c2nnc(NC(=O)c3ccccc3F)s2)c1	-2.0	-3%	-16%	-17%	4%	2%	-5	0%
O=C(NCc1ccc(F)cc1)c1cccc2c1C(=O)c1ccc(N3CCC(N4CCCCC4)CC3)cc1S2(=O)=O	-0.3	10%	30%	-5%	-6%	-1%	1	4%
O=C(Nc1cccc(S(=O)(=O)N2CCCC2)c1)[C@@H]1O[C@H](CO)[C@H](O)[C@H](O)[C@H]1O	3.4	-13%	-1%	-15%	-27%	-1%	0	-7%
CC(=O)c1ccc(N2CCN(C(=O)CCN3C(=S)NC(C)(C)CC3C)CC2)cc1 (stereo not given)	0.6	-3%	5%	19%	-13%	-2%	-6	2%
O=C(CCN1CCOCC1)NNC(=O)/C(=C/c1ccccc1)NC(=O)c1ccccc1	-1.5	-3%	-4%	-6%	-1%	-1%	-5	-3%
N#CC1(c2ccccc2)CCC(NCCc2ccccc2)CC1 (stereo not given)	1.6	-14%	-28%	-16%	9%	3%	2	-11%
CCCC(=O)Nc1cccc(NC(=O)c2ccc(C)c([N+](=O)[O-])c2)c1	-0.6	0%	-3%	20%	2%	7%	.	-13%
CCOc1ccc(NC(=O)CN(C)C(=O)c2cc(S(=O)(=O)N3CCCCCC3)ccc2OC)cc1OCC	-0.8	-7%	-11%	32%	8%	4%	10	6%
COCCNC(C(=O)Nc1cc(Cl)cc(Cl)c1)c1ccccc1 (stereo not given)	-0.2	-9%	1%	18%	20%	-3%	2	-2%
C[C@@H](c1ccccc1)N1C[C@H]2CCCN2c2cc(Br)ccc2S1(=O)=O	-0.7	-11%	-7%	9%	-18%	-12%	8	2%
C/C(=C\c1ccccc1)C(=O)NCc1ccco1	-1.6	12%	3%	-27%	8%	-4%	0	7%
